Lung fibro prol = antiproliferative effect on LL 47 fibroblasts – human, LL 47 cells, CellTiter-Glo luminescence, primary screen. LL 47 human lung fibroblast viability, ATP luminescence; hits give low values. viability, % at 10 µM. 85,000 compounds, 1.1% hits. AID 719, 2007;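 active = viability at or below 50% in the single dose screen; inactive = viability above 50%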;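 also: compound exposure lasted 72 h before the ATP readout; 100% = median luminescence of untreated cell-only wells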
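Material: human LL 47 lung fibroblast cells; quantity: 1,150 cells/well; medium: IMEM plus 15% FBS; doses: 0.1% DMSO in all compound wells; timing: overnight attachment after seeding, then 72 h compound exposure at 37 °C; detection: CellTiter-Glo luminescence; measure: % viability of median cell-only signal; controls: cell-only wells, no compound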
cytoskel mod = modifiers of F-actin cytoskeleton organization, primary screen, imaging, HUVEC, phalloidin staining, high-content imaging; HUVEC TNFa F-actin phalloidin imaging; inhibition, % at 2 µM; AID 836, 2007; 91,000 compounds, 0.18% hits;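 active = inhibition above the batch mean plus 3 SD and confirmed as a hit by visual image inspection, cut at about 30% in these data, passing the limit was not always enough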; also: strong numbers were not always called active
HUVEC tox IL1B = cytotoxicity in IL-1B stimulated HUVEC, primary screen, cytotoxicity control for IL-1B NFkB translocation project, imaging, Hoechst nuclear count, IL-1B stimulus | HUVEC cell count loss | cell count reduction, % at 2 µM | 94,000 compounds, 0.41% hits | AID 845, 2007;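 active = cell count reduction more than 3 SD above the screen-wide mean, cut at about 70% in these data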;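 also: normalized per plate to untreated control cells as the no-loss baseline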
Smad3 inh = Smad3/FoxH1 peptide binding inhibitors, primary screen, biochemical, TR-FRET; Mothers against decapentaplegic homolog 3 (Homo sapiens), P84022; TR-FRET Smad3/Dy647-FoxH1 peptide binding, europium anti-His; inhibition, % at 25 µM; 88,000 compounds, 0.29% hits; AID 630, 2007;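 active = compounds that reduce the energy-transfer binding signal between the protein and its labelled peptide by more than half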;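 also: 0% = Smad3 plus labelled peptide maximal FRET and 100% = peptide-only background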
Target sequence (P84022 whole entry, looked up): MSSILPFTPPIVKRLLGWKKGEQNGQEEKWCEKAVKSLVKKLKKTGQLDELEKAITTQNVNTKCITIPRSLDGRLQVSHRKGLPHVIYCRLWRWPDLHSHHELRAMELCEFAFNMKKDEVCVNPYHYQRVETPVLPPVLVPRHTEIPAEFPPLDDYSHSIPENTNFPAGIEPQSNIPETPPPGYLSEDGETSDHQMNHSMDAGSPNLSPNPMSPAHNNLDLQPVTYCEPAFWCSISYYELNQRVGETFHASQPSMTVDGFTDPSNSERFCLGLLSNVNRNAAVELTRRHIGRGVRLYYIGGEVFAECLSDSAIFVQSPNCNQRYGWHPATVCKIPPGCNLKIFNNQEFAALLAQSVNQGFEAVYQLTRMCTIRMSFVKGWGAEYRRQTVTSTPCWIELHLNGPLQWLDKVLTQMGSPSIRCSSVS
VCAM1 TNFa inh = inhibitors of TNFa-induced VCAM1 expression, primary screen, imaging, HUVEC, TNFa stimulus, immunofluorescence | HUVEC TNFa-induced VCAM-1 immunofluorescence, high-content imaging | inhibition, % at 2 µM | 95,000 compounds, 0.48% hits | AID 802, 2007;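 active = inhibition above the batch mean plus 3 SD, with images confirmed as a hit by eye, cut at about 37% in these data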;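 also: 0% = TNF-stimulated DMSO wells and 100% = unstimulated control wells; not every result past the cut was called active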
HUVEC prolif 384 = inhibitors of HUVEC proliferation, primary screen, cell-based, 384-well. CellTiter-Glo luminescence, 72 h; hits give low values. viability, % at 10 µM (by protocol). 86,000 compounds, 1.1% hits. AID 648, 2007;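 active = viability at or below 30%; inactive = viability above 30%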;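 also: 100% = median luminescence of DMSO-only cell control wells on each plate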
PTK2B oligo ant = antagonists of Pyk2 self-association, primary screen, Q293 cells, FERM NanoBiT luminescence, HTS. hits give low values. z-score (the deposit names both 25 µM and 10 µM). Protein-tyrosine kinase 2-beta (Homo sapiens), Q14289. 99,000 compounds, 0.83% hits;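 active = Z-score of -3 or lower, scaled per plate to the spread of control and sample wells; inactive = z-score above -3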;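 also: negative z-score means lost luminescence so less FERM oligomerization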
HUVEC tox TNFa = cytotoxicity in TNFa-stimulated HUVEC, primary screen, cytotoxicity control for VCAM1 expression modulator project, imaging, Hoechst nuclei count; cell count reduction, % at 2 µM; AID 848, 2007; 93,000 compounds, 0.17% hits; HUVEC TNFalpha-stimulated, Hoechst cell count;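 active = cell count reduction exceeding the screen mean by over 5 SD, scaled to untreated wells per plate, cut at about 78% in these data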;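 also: cells counted after 24 h of TNF alpha exposure following the 1 h pretreatment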
H69AR growth 86K = proliferation blockers of H69AR lung cancer cells, primary screen, cell-based, human, 86K library. 85,000 compounds, 6% hits. AID 598, 2007. viability, % at 10 µM. H69AR lung tumor viability, ATP luminescence, 72 h; hits give low values;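 active = viability at or below 40%; inactive = viability above 40%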;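 also: multidrug resistant small cell line overexpressing MRP-1 efflux transporter; 100% = mean luminescence of untreated control wells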
Numbers without * were called inactive; . = not tested or not shown; [ ] = dose if it differs, or a comment. Not all compounds are listed, so the mix of outcomes need not match the whole.

Second line of a record: Lung fibro prol	PTK2B oligo ant	HUVEC tox TNFa	Smad3 inh	HUVEC tox IL1B	cytoskel mod	HUVEC prolif 384	H69AR growth 86K	VCAM1 TNFa inh
> O=C(O)c1cccc(-c2nnn(Cc3ccccc3Cl)n2)c1
→ 101.1	0.26	-34.6	3.1	-16.8	12.7	97.3	66.7	-22.8
> COc1ccc(/C=C2\SC(=O)N(CCNC(=O)Cn3cnnn3)C2=O)cc1
→ .	1.21	-28.4	.	-9.9	4.8	.	.	0.3
> O=C(CSc1nc(C2CC2)nc2ccccc12)Nc1ccc2c(c1)OCCO2
→ .	0.53	-0.9	.	-22.6	-13.1	.	.	11.0
> Nc1nnnn1/N=C/c1cccc(O)c1
→ .	0.99	7.3	.	-39.7	-3.0	.	.	16.0
> CCCCNC(=O)c1c(C)cc(=O)oc1C
→ 96.8	-0.72	10.2	-12.0	-25.1	-4.2	90.4	89.6	11.5
> O=C(Cc1cccs1)Nc1ccon1
→ 97.0	-0.38	-28.4	4.3	2.5	4.1	113.2	87.1	6.8
> COC(=O)c1ccc(-n2nnnc2SCC(=O)Nc2cc(OC)ccc2OC)cc1
→ 98.5	0.01	-21.9	2.3	-5.6	1.6	95.3	77.3	-22.8
> CC(=O)c1ccc2c(ccc3ccccc32)c1
→ .	0.09	0.5	.	-2.4	-2.2	.	.	0.3
> O=S(=O)(c1ccc(S(=O)(=O)N2CCCN(Cc3ccccc3)C2)cc1)N1CCCCCC1
→ 86.5	0.66	-12.4	16.7	-6.8	-12.9	64.0	51.5	12.3
> CC(C)(C)OC(=O)N[C@@H](Cc1ccccc1)c1nnc(SCC(=O)c2ccc(Cl)cc2)o1
→ 29.4*	0.51	-9.5	-3.9	12.4	9.9	46.1	47.0	-16.4
> CCN1CCN(C(c2cc3cccc(C)c3[nH]c2=O)c2nnnn2Cc2ccccc2)CC1 (stereo not drawn)
→ 88.8	0.99	.	9.7[fluorescence artefact?]	.	.	83.5	101.5	.
> COc1cc2c(C(=O)N3CCN(c4ccccc4C)CC3)c(C)oc2cc1Br
→ .	0.11	-16.5	.	-3.3	7.6	.	.	-4.4
> CCn1c(SCc2ccc(C)cc2)nnc1C1CCN(S(=O)(=O)c2ccc(OC)cc2)CC1
→ .	0.93	-1.6	.	-18.7	-11.1	.	.	-4.0
> O=C(NCCc1ccccc1)C1CCCN1C(=O)Nc1ccc(F)cc1 (stereo not drawn)
→ 99.8	1.01	.	-1.1	.	.	99.7	98.5	.
> COc1cccc(-c2nn(C)c3sc(C(=O)NCc4ccco4)cc23)c1
→ 96.3	-2.63	.	14.8	.	.	62.7	59.4	.
> O=C(CCCn1c(=S)[nH]c2ccsc2c1=O)NCc1ccco1
→ 101.4	0.09	-16.1	-0.8	-90.6	.	91.4	88.0	2.1
> Cn1c(SCC(=O)NC2CCCC2)nc2cccnc21
→ 94.8	0.37	-18.3	5.2	-18.8	0.3	90.2	86.8	-14.8
> Cc1ccc2[nH]c(=O)c(C(c3nnnn3CC3CCCO3)N3CCCc4ccccc43)cc2c1 (stereo not drawn)
→ .	0.46	1.9	.	-15.7	-15.4	.	.	-9.8
> CCC(c1nnnn1C(C)(C)CC)N(CCN1CCOCC1)Cc1cc2cc(C)ccc2[nH]c1=O (stereo not drawn)
→ .	1.66	-18.1	.	3.5	4.8	.	.	-13.0
> CS(=O)(=O)N(CC(=O)NCc1ccccn1)c1ccc2c(c1)OCCO2
→ 108.6	-0.11	-7.2	-0.2	-79.5	10.4	100.8	84.9	18.5
> Cc1ccc(CNC(=O)COC(=O)c2c(C)noc2C)cc1
→ 100.4	1.65	-9.7	-1.1	.	4.1	92.4	88.5	8.3
> O=C(Nc1ccccc1C(=O)OCn1nnc2ccccc2c1=O)c1ccco1
→ 95.4	-0.05	-11.1	-8.9[fluorescence artefact?]	6.9	0.1	96.9	93.4	12.3
> CCOC(=O)N1CCN(C2=NC3(CCCCC3)C(C#N)C(=O)N2)CC1 (stereo not drawn)
→ 103.2	0.52	-9.2	2.1	-8.8	-6.8	97.4	106.7	-0.4
> CCC(C)c1ccc(O)c(/C=N/O)c1 (stereo not drawn)
→ 101.1	0.67	-4.8	5.3	15.5	-13.8	110.5	21.6*	16.1
> O=C(Nc1ccc(OC(F)(F)F)cc1)c1n[nH]c(Cn2cncn2)n1
→ .	0.25	-0.6	.	20.7	-14.2	.	.	8.6
> Cc1ccc(-n2nnnc2SCC(=O)NCCC2=CCCCC2)c(C)c1
→ 104.4	-1.82	0.0	-10.9	-1.8	-0.5	91.5	96.6	11.3
> Cc1c(C#N)c2ncn(CC#N)c(=O)c2n1-c1ccccc1
→ .	-0.3	11.2	.	-6.9	-28.5	.	.	0.7
> Clc1ccccc1OCCN1CCCCC1
→ 85.6	.	-2.8	3.6	-84.9	-3.2	85.3	56.5	7.8
> O=C(O)c1ccc(NCc2ccc3c(c2)OCO3)cc1
→ 96.7	0.44	-13.3	0.2	-12.5	-3.3	102.2	97.2	-1.6
> CCCSc1nnc(N2C(=O)CC(c3ccsc3)C3=C2CCCC3=O)s1 (stereo not drawn)
→ 102.0	.	15.6	5.0	0.0	-5.3	95.6	100.9	25.5
> Nc1ccc2[nH]ncc2c1
→ 116.7	.	.	4.8	.	.	89.3	73.9	.
> CCn1ncc(C2=NOC(C(=O)NCc3ccccc3)C2)c1C (stereo not drawn)
→ 48.5*	1.23	.	2.2	.	.	49.6	26.0*	.
> COc1ccc(OC)c(C2C(C#N)=C(N)Oc3c2c(C)nn3-c2ccc(C)cc2)c1 (stereo not drawn)
→ .	-1.06	-15.9	.	-22.8	-59.6	.	.	18.3
> O=S(=O)(c1cccs1)N1CCN(c2ncccn2)CC1
→ 93.9	-0.28	-5.5	2.7	8.2	-8.6	98.0	89.6	-12.7
> Cc1ccc(-n2c(C)cc(C(=O)CSc3nnnn3C)c2C)cc1
→ 87.3	-0.33	-19.0	5.8	4.7	18.2	107.2	99.0	12.6
> CC(NC(=O)CSc1nnc(-c2cccc(S(=O)(=O)N3CCCCC3)c2)o1)C12CC3CC(CC(C3)C1)C2 (stereo not drawn)
→ 99.6	0.29	-0.9	-12.4	0.3	18.1	95.5	41.0	-17.1
> CCCCC(=O)c1c(O)c2ccccc2oc1=O
→ .	0.55	0.8	.	-4.6	-8.6	.	.	-0.2
> Cc1ccccc1OCC(=O)NC(=S)Nc1ccc2c3c(cccc13)CC2
→ 109.3	-0.03	7.8	10.3	-14.3	-14.3	90.7	82.8	13.0
> O=c1c(-c2ccc3c(c2)OCCO3)coc2c(CN3CCOCC3)c(O)ccc12
→ 99.5	-0.41	-4.5	7.2	-43.6	12.9	98.4	95.8	-19.2
> Cc1ccc(OC(=O)c2cccc(S(=O)(=O)N(C)C)c2)c(-n2nc3ccccc3n2)c1
→ .	0.05	-5.3	.	-18.3	4.8	.	.	1.3
> CC1CCN(S(=O)(=O)c2cccc(C(=O)Nc3nccs3)c2)CC1
→ 102.9	-0.73	-16.0	-12.3	-40.7	1.1	98.1	86.3	16.1
> COc1nnc(-c2ccc(N3CCOCC3)c(NC(C)=O)c2)c2ccccc12
→ 99.6	-0.29	-5.1	-3.2	2.3	19.1	107.9	87.1	-0.1
> CCn1c(CCNC(=O)c2ccc(OC)c(OC)c2)nc2ccccc21
→ .	-0.09	-1.8	.	4.5	0.5	.	.	11.4
> Cc1ccc(C2=NN(S(C)(=O)=O)C(c3cccs3)C2)cc1 (stereo not drawn)
→ 95.7	-1.15	-6.2	-4.1	4.6	9.5	111.4	80.3	20.1
> CC(C)C(NC(=O)c1ccccc1)c1nnc(SCC(=O)Nc2nccs2)n1C (stereo not drawn)
→ 100.1	0.11	1.8	7.8	-3.0	-24.8	103.9	95.8	7.0
> CC1CCC(C(C)C)C2=C1C(C#N)(C#N)C(C#N)(C#N)C(c1ccccc1)N2 (stereo not drawn)
→ 32.4*	0.56	0.7	7.5	1.0	9.6	27.9*	0.0*	-10.8
> CC(=O)c1cccc(NC(=O)Nc2ccc(C)cc2)c1
→ 109.2	-0.89	-11.0	3.4	-0.3	.	90.0	95.3	14.4
> COc1ccc(S(=O)(=O)N(C)CC(=O)N2CCC(C)CC2)cc1Cl
→ 91.8	0.54	-26.1	11.4	2.2	19.8	92.7	96.7	-3.0
> O=C(/C=C/c1ccccc1)N/C(=C\c1ccco1)C(=O)NCCO
→ .	0.9	15.4	.	-20.2	-31.8	.	.	5.9
> CC(=O)NNc1cccc(Cl)n1
→ .	-0.55	-3.3	.	-36.4	-29.6	.	.	6.9

Next part.
Second line of a record: Lung fibro prol	PTK2B oligo ant	HUVEC tox TNFa	Smad3 inh	HUVEC tox IL1B	cytoskel mod	HUVEC prolif 384	H69AR growth 86K	VCAM1 TNFa inh
> CC(C)C(=O)Nc1cccc2nsnc12
→ 92.7	-0.63	-4.7	-2.9	48.5	15.9	78.2	92.7	0.3
> CCn1c(CCNC(=O)c2ccc(Cl)cc2Cl)n[nH]c1=S
→ .	0.09	-20.9	.	9.8	-12.9	.	.	14.0
> CCOC(=O)N1CCC(N(C(=O)Nc2ccc(Cl)c(Cl)c2)C(C)CC)CC1 (stereo not drawn)
→ 96.6	0.58	-7.4	-0.6	-11.5	-20.0	100.0	99.5	2.0
> C=CCC(Nc1ccco1)c1ccccc1 (stereo not drawn)
→ .	-0.72	-19.4	4.2	-7.0	16.9	100.2	74.8	7.3
> COC(=O)Cn1c(=NC(=O)C2CC2)sc2c(C)cc(C)cc21
→ 99.1	.	-20.7	-6.8	-6.7	-0.9	106.6	83.4	-1.0
> CCOC(=O)c1c(C)[nH]c(C(=O)Cn2c(=O)c3c(ncn3CC)n(Cc3ccccc3)c2=O)c1C
→ 87.8	-0.67	-16.1	-13.6	-9.4	4.8	89.2	87.0	-6.1
> Nc1nnc(SC2CC(=O)N(c3ccccc3)C2=O)s1 (stereo not drawn)
→ 90.2	2.05	-10.7	7.1	5.2	-3.3	83.9	49.5	4.8
> Cc1ccc(C(=O)N2CCN(c3ccccc3)CC2)cc1S(=O)(=O)N1CCCC1
→ 102.2	0.13	.	-14.1	.	.	107.3	88.0	.
> CC(C)C(=O)Nc1ccc(NC(=O)c2ccco2)cn1
→ 111.1	-0.43	.	21.1	.	.	90.8	97.8	.
> Cc1ccc(S(=O)(=O)Cc2ccc(C(=O)O)o2)cc1
→ 97.8	-0.23	-0.8	3.0	6.9	-17.4	93.3	91.4	0.1
> COC(=O)C1=C(C(=O)OC)C(c2cc(Cl)ccc2O)c2sc(=O)[nH]c2S1 (stereo not drawn)
→ .	0.65	-2.0	.	-20.7	5.6	.	.	-3.2
> S=C(NN=C(C1CC1)C1CC1)Nc1ccccc1
→ 94.9	-0.57	.	3.1	-23.3	18.9	92.4	92.9	-14.4
> Cc1cccnc1NC(=O)Cn1nc(C)c([N+](=O)[O-])c1C
→ .	-0.1	-4.5	.	-19.0	3.0	.	.	13.7

Bioassay records deposited in PubChem BioAssay by several laboratories.
